S3 lipid droplet: qHTS Assay for Lipid Storage Modulators in Drosophila S3 Cells | Drosophila S3 cells, BODIPY lipid droplet fluorescence, 18-24 h; cells fed with added oleic acid | Potency in µM for hits, for the others lipid storage change, negative = inhibition, % at the top dose, mostly 46.1 µM | actives 0.64% (n = 320,000); active = well fitted inhibition curve with a large enough effect in the signal ratio, with a control signal flat, not every such curve was filed as active; inconclusive = small, poorly fitted or top-dose-only effect, or effect the other way, or a change in a side signal; the % refers to the signal ratio
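Drosophila S3 cells got compounds at several concentrations plus oleic acid (400 uM solution). Laser-scanning cytometry with 488 nm excitation read lipid droplets at 500-530 nm and cells at 575-640 nm. Percent activity was relative to 20 uM Triacsin C.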
S3 lipid droplet cell count max: further read-out of S3 lipid droplet, marked with its call; cell number change, %; measured here: cell count max response;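 cells counted by Cell Tracker Red CMTPX staining in the red channel; peak over a dose series mostly up to 46.1 µM; percent activity relative to internal control wells on each plate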
Active calls of the source: *; i = inactive; ? = inconclusive; nt = no result given. % is scaled to controls: 0 for no effect and ±100 for the full control effect; potency is read from the fitted curve at half-maximal effect. Only part of the results is shown; count on the stated rates, not on these rows.

Fields: S3 lipid droplet, S3 lipid droplet cell count max
C/C=C/c1ccc(OCC(O)CNCC(c2ccc(OC)cc2)N(C)C)c(OC)c1 (centres undefined)
 : 6.9%, 19.6
Cc1cccc(N=C2NC(=O)/C(=C/c3cccn3C)S2)c1
 : -11.6%, -10.1
COc1ccc(CN2CCCC(C(=O)N(C)Cc3ccccc3)C2)cc1OC (centres undefined)
 : 1.6%, -14.7
O=[N+]([O-])c1cc(C(F)(F)F)ccc1NCCCN1CCOCC1
 : 25.7%, 16.9
COc1cc(OC)cc(C(=O)OCC(=O)N(C)c2ccccc2)c1
 : i, 4.5
N#Cc1ccccc1/C=N/Nc1nc(-c2ccccc2)c2cc(Cl)ccc2n1
 : ?, nt
CC(C)(C)NC(=O)C(=O)NNC(=O)c1ccccc1Br
 : 3.0%, 13.6
O=C(OC(C(=O)NCc1cccs1)c1ccccn1)c1cccs1 (centres undefined)
 : ?, nt
CCC1CCC/C1=N\NC(=O)c1cc(C)[nH]n1 (centres undefined)
 : ?, nt
CCN1CCN(c2ccc(S(=O)(=O)N3CCOCC3)cc2NC(=O)c2ccc(F)cc2Cl)CC1
 : ?, nt
CCCN(CCC)CC(O)COc1ccccc1C(=O)Nc1ccccc1 (centres undefined)
 : 17.3%, nt
Cc1ccccc1N1CCN(CC(=O)Nc2ccccc2C(=O)NC2CC2)CC1
 : ?, nt
c1ccc2c(c1)CCN(c1ncnc3nc[nH]c13)C2
 : 17.7%, -0.1
CCc1nnc(NC(=O)C2CC(=O)N(c3ccc(C)cc3)C2)s1 (centres undefined)
 : i, 20.0
CCNCc1cc(Cl)cc(OC)c1OC(C)C
 : ?, nt

Fields: S3 lipid droplet, S3 lipid droplet cell count max
O=C(N1CCCCCC1)N1CCN(C(=O)N2CCCCC2)CC1
 : 10.7%, 5.9
Cc1ccc(OCC(=O)NCCNC(=O)c2ccccn2)cc1
 : ?, nt
CC(C)(C)c1ccc(C(=O)NNC(=O)CCC(=O)Nc2ccccc2)cc1
 : ?, nt
CCN(CC(=O)Nc1ccc(NC(C)=O)cc1)C(=O)COc1ccc2ccccc2c1
 : ?, nt
N#C/C(=C\c1ccc[nH]1)S(=O)(=O)c1ccccc1
 : i, nt
Cc1ccc(C2NC(=S)NC3=C2N2CCC3CC2)cc1 (centres undefined)
 : -8.7%, -10.6
N#CC1=C(O)C(c2ccccc2)n2c1nc(=O)c1ccccc12 (centres undefined)
 : 12.7%, 10.7
CC(C)CCOc1ccc(C(=O)NCC(c2ccco2)N(C)C)cc1 (centres undefined)
 : i, -20.6
Cc1csc(CNc2ncnc3ccc(-c4cccc(Cl)c4)cc23)c1
 : ?, nt
O=C(COC(=O)c1cccc(S(=O)(=O)N2CCc3ccccc32)c1)NC1CCS(=O)(=O)C1 (centres undefined)
 : -1.8%, -4.2
COc1ccc(C(=O)C(C)Sc2nnc(C3CC3)n2C2CC2)cc1 (centres undefined)
 : ?, nt
O=C(NCc1cccnc1)C(=O)Nc1nccs1
 : ?, nt
CCOc1cc(C2C(C(=O)OC)=CN(C3CCCC3)C=C2C(=O)OC)cc(Br)c1O
 : 12.1%, 2.3
CCOC(=O)N1CCN(C(=O)/C=C/c2ccc(OC)cc2)CC1
 : ?, nt
Cc1cc(Cl)c2ccccc2n1
 : ?, nt

Fields: S3 lipid droplet, S3 lipid droplet cell count max
Cc1ccnc2nc(C(=O)OCC(=O)NC3CCCC(C)C3C)nn12 (centres undefined)
 : -13.2%, 6.1
COc1ccc(COc2ncnc3ccc(Br)cc23)cc1F
 : ?, nt
Cc1cc(C)cc(NC(=O)Nc2ccc(-n3ccc(C(F)(F)F)n3)cc2)c1
 : ?, nt
COC(=O)[C@H](C)NC(=O)NC1CCN(Cc2ccccc2)CC1
 : ?, nt
C1CN(CC23CC4CC(CC(C4)C2)C3)CCO1
 : -6.5%, -24.9
CCCSc1ncccc1C(=O)O
 : ?, nt
COc1ccc(-c2nn3c(-c4ccccn4)nnc3s2)cc1OC
 : ?, nt
CCCCCCC1CCC(C(=O)N2CCOCC2)CC1 (centres undefined)
 : ?, nt
CC(=O)c1cc(C#N)c(N2CCCCC2)nc1C
 : 13.1%, 11.9
O=C(O)c1ccccc1C(=O)c1cccc2ccccc12
 : ?, nt
C[C@H]1CN(Cc2ccccc2)C(=O)[C@@H]1CC(=O)NCc1ccccc1
 : 20.1%, 22.0
CCCCn1c(C2CCCCC2)nc2cc3[nH]c(=O)c(C(C)C)nc3cc21
 : i, -9.1
Cc1ccc(N(CC(=O)NC2CCCCC2C)S(=O)(=O)c2c(C)nn(C)c2C)cc1 (centres undefined)
 : 25.9µM*, -1.9*
Cc1cccn2c(=O)nc(SCC(=O)N3CC(C)OC(C)C3)nc12 (centres undefined)
 : -21.6%, -20.4
Cc1ccc(OCC(=O)Nc2ccc(C)c(S(=O)(=O)N3CCCCCC3)c2)c([N+](=O)[O-])n1
 : ?, nt

Fields: S3 lipid droplet, S3 lipid droplet cell count max
NC1=NC2(CCCCC2)N=C(Nc2ccc(F)cc2F)N1
 : 16.7%, -9.2
CC(C)n1cnc2c(Nc3cccc(F)c3)nc(NCCO)nc21
 : ?, nt
COc1ccc(C2NC(=O)CCC2[N+](=O)[O-])c(OC)c1OC (centres undefined)
 : ?, nt
O=C(Nc1cccc(S(=O)(=O)N2CCCCC2)c1)c1cc([N+](=O)[O-])ccc1N1CCOCC1
 : ?, nt
CCn1nc(C)cc1C(=O)NC1CCCc2c1cnn2-c1cc(F)cc(F)c1 (centres undefined)
 : ?, nt
CCOC(=O)CSc1nnc(CNC(=O)Cc2ccccc2)n1-c1ccccc1OC
 : 15.9%, -5.7
O=C(O)C(=O)/C(=C\c1ccc([N+](=O)[O-])cc1)c1ccc2ccccc2n1
 : ?, nt
CCOC(=O)Cc1csc(NC(=O)c2ccoc2C)n1
 : i, nt
CC(C)(C)c1ccc(-c2nnc(SCCN3C(=O)c4ccccc4C3=O)o2)cc1
 : ?, nt
COc1ccc(C2=NCCNC(C(F)(F)F)=C2)cc1
 : ?, nt
O=C1NN(c2cccc(Br)c2)C(=O)/C1=C/c1ccc(-c2cc([N+](=O)[O-])ccc2O)o1
 : -9.6%, -16.0
O=C(COC(=O)c1ccccc1Br)Nc1nnc(-c2ccccc2)o1
 : ?, nt
CCCn1nc(C(=O)Nc2ccc3nc(N4CCOCC4)sc3c2)ccc1=O
 : ?, nt
COCC(=O)NCCc1nc(-c2ccccc2)cs1
 : -8.9%, -11.2
Cc1ccc(S(=O)(=O)NCC(=O)OCC(=O)N2CCc3ccccc32)cc1
 : ?, nt

Fields: S3 lipid droplet, S3 lipid droplet cell count max
Cc1ccc([N+](=O)[O-])c2c1C(N1CCCC1)C(C)(C)O2 (centres undefined)
 : ?, nt
O=C1CC(C(=O)NCc2ccccc2)C2(CCCC2)O1 (centres undefined)
 : ?, nt
Oc1ccccc1CNc1ncc(Br)cc1Br
 : ?, nt
CC(NC(=O)CSc1ncnc2nc[nH]c12)c1ccccc1 (centres undefined)
 : ?, nt
CC/C(=N\NC(=O)c1nnn(-c2nonc2N)c1CN(C)c1ccccc1)c1ccccc1
 : -5.2%, 22.1
Cc1cc(C)cc(C(=O)NCC(=O)OCc2cc([N+](=O)[O-])cc3c2OCOC3)c1
 : -5.6%, 14.9
Cc1ccc(S(=O)(=O)Nc2nncs2)cc1
 : ?, nt
O=C(NCC1(c2ccccc2)CCCC1)c1cccc(Br)c1
 : -9.0%, -2.4
CN1CCN(CC(=O)NC(=O)NC2CCCCC2)CC1
 : ?, nt
Brc1ccc(CSc2nnc(-c3ccco3)o2)cc1
 : 4.1%, -8.7
CCOC(=O)C(C)n1nc(/C=C/c2ccc(OC)cc2)ccc1=O (centres undefined)
 : 14.3%, nt
COC(=O)c1cc(NC(=O)c2c(Cl)nc3sccn23)cc(C(=O)OC)c1
 : 13.3%, -19.1
CCN(CC)c1ccc(NC(=O)CCN2C(=O)c3ccccc3S2(=O)=O)c(C)c1
 : ?, nt
CC(C)(C)C(=O)/C=C(N)/C=C/c1ccccc1
 : 24.1%, -22.4
CC(C)(C)C(=O)Nc1ccc(S(=O)(=O)N2CCC(c3nc4ccccc4[nH]3)CC2)cc1
 : ?, nt

Fields: S3 lipid droplet, S3 lipid droplet cell count max
CCOC(=O)N1CCC(NC(=O)c2cc(COc3ccccc3SC)on2)CC1
 : -23.8%, -6.4
CCC1CCCCN1C(=O)Nc1ccc(F)cc1 (centres undefined)
 : i, nt
COc1ccc(C(=O)NCc2cnn(C)c2)cc1OC1CCN(C(C)C)CC1
 : i, nt
O=C(O)c1ccccc1-c1ccc(/C=c2\sc3nc4cc(Br)cnc4n3c2=O)o1
 : ?, nt
CCCc1nc(N)c(C#N)c(-c2ccco2)c1CC
 : ?, nt
O=C1CSC(=Nc2cc(Cl)ccc2Cl)N1
 : 2.6%, 2.2
Cc1cccc(N2CC(C(=O)Nc3nnc(SCC(=O)Nc4cc(C)on4)s3)CC2=O)c1 (centres undefined)
 : -14.8%, -5.4
COC(=O)CNC(=O)c1cn(-c2ccc(C)c(C)c2)c(=O)c2ccccc12
 : -0.8%, -3.0
CCN(CC)CCNC(=O)C(=O)NCC1OCCN1S(=O)(=O)c1ccc(Cl)cc1 (centres undefined)
 : -6.3%, nt
Cc1cc(C)c2c(n1)SCC(=O)N2CC(=O)NCCC1=CCCCC1
 : -11.2%, 6.4
COc1ccc(C(=O)NCc2nnc(SCC(=O)Nc3ccccc3OC)o2)cc1
 : ?, nt
O=[N+]([O-])c1ccc(NC(=S)N/C(=N/CS(=O)(=O)c2ccccc2)c2ccccc2)cc1
 : 7.3%, -9.2
CCCOc1ccc(C(CC(=O)O)NC(=O)Cc2ccccc2)cc1 (centres undefined)
 : -1.7%, 13.3
COc1ccccc1OCCn1c(CO)nc2ccccc21
 : 15.7%, -5.4
CCSc1nnc(-c2cc3c(s2)-c2ccccc2CC3)o1
 : ?, nt

Record cards, as listed above. Values in the order: S3 lipid droplet, S3 lipid droplet cell count max
CCOC(=O)N1CCC(NC(=O)c2cc(COc3ccccc3SC)on2)CC1 reads -23.8%, -6.4
COc1ccc(C(=O)NCc2cnn(C)c2)cc1OC1CCN(C(C)C)CC1 reads i, nt
COC(=O)CNC(=O)c1cn(-c2ccc(C)c(C)c2)c(=O)c2ccccc12 reads -0.8%, -3.0
CCN(CC)CCNC(=O)C(=O)NCC1OCCN1S(=O)(=O)c1ccc(Cl)cc1 (centres undefined) reads -6.3%, nt

More compounds.
Fields: S3 lipid droplet, S3 lipid droplet cell count max
CCN(CC(=O)Nc1ccccc1C(F)(F)F)C(=O)c1ccccc1Sc1ccccc1C#N
 : ?, nt
CN(C)CCNC(NC(=O)c1cccs1)C(Cl)(Cl)Cl (centres undefined)
 : -3.5%, 19.5
COc1ccc(N2CCN(C3CCCN(Cc4cccc(OC)c4)C3)CC2)cc1 (centres undefined)
 : i, 6.9
CC1Cc2ccccc2N1CC(=O)Nc1ccc(S(=O)(=O)N(C)C)cc1 (centres undefined)
 : -3.3%, -10.6
CC1CCCC(C)N1CC(O)COC1CCC(C(C)(C)C)CC1 (centres undefined)
 : -10.1%, 26.7
CCN1CCN(c2nc(C)c3c(n2)CC(C)CC3=O)CC1 (centres undefined)
 : 7.7%, -9.5
CCOC(=O)C1CCN(Cc2ccc(F)c(F)c2)CC1
 : ?, nt
CC(Sc1nnnn1-c1cccc(F)c1)C(=O)NC1CCCC1 (centres undefined)
 : 5.2%, 2.8
COc1ccc([C@H]2CC(=O)C=C(c3ccc(C(F)(F)F)c(C(F)(F)F)c3)C2)cc1OC
 : ?, nt
CCCn1c(NC(=O)CN2C(=O)NC3(CCCC3)C2=O)nc2ccccc21
 : ?, nt
Cc1cc(C)nc(OC(C(=O)O)C(OCCC(C)C)(c2ccccc2)c2ccccc2)n1 (centres undefined)
 : ?, nt
O=C(O)c1cc(-c2ccc(Cl)s2)nc2ccccc12
 : ?, nt
CC1CCN(S(=O)(=O)c2ccc(C(=O)N3CCOCC3)cc2)CC1
 : 18.7%, 1.6
COc1ccccc1CNC(=O)CCc1nc2ccccc2c(=O)[nH]1
 : ?, nt
CSc1ncccc1C(=O)N(C)CC(=O)Nc1ccc(Cl)c(C(F)(F)F)c1
 : ?, nt

Fields: S3 lipid droplet, S3 lipid droplet cell count max
COc1cccc2cc(C(=O)N3CC(C)OC(C)C3)c(=O)oc12 (centres undefined)
 : 2.9%, 15.2
O=C(Nc1nccs1)c1ccc(Br)s1
 : ?, nt
COc1ccccc1NC(=O)C(C)OC(=O)c1nc2nc(C)cc(C)n2n1 (centres undefined)
 : i, -16.0
Cc1ccc(C)c(NC(=O)c2ccccc2O)c1
 : 0.6%, -15.4
Cc1cccc(Oc2ccc(NC(=O)c3ccccc3C(=O)O)cc2)c1
 : ?, nt
O=C(Nc1nnc2n1CCS2)c1ccc(Br)o1
 : -5.5%, 1.5
CCCCn1c(N)c(N(CCOC)C(=O)c2cccc(S(=O)(=O)N3CCCCC3)c2)c(=O)[nH]c1=O
 : ?, nt
Cc1cc(NC(=O)c2cc(-c3ccccc3)on2)n(-c2ccccc2)n1
 : ?, nt
O=C1NC(=Nc2ccccc2)S/C1=C/c1cccnc1
 : ?, nt
COC(=O)c1ccc(S(=O)(=O)NCc2cccc(OC)c2)n1C
 : ?, nt
O=C(N/C(=C/c1ccccc1)C(=O)N1CCCCC1)c1ccc(Br)o1
 : -13.9%, -15.0
CCO[C@H]1OC(C(=O)N2CCN(Cc3ccccc3)CC2)=C[C@@H](c2ccccc2)[C@@H]1CCCO
 : -4.6%, 14.4
O=C1/C(=C\c2ccc(O)cc2)SC(=S)N1c1cccnc1
 : ?, nt
Cc1ccc(-c2nc(CSCC(=O)NCCN3CCN(Cc4ccccc4)CC3)c(C)o2)cc1
 : -0.4%, -16.0
COC(=O)C(F)(F)Sc1c(C)[nH]c2ccccc12
 : 1.7%, -11.7
Cc1cccc(/C=N/NC(=O)Cn2nc(C)cc2C)n1
 : ?, nt
